# From PubChem
# DT40 TDP1 CPT – qHTS for Inhibitors of human tyrosyl-DNA phosphodiesterase 1 (TDP1): qHTS in cells in presence of CPT. chicken DT40 Tdp1-/-;hTDP1 cells + 20 nM CPT, ATP luminescence, 48 h. Potency, µM (top dose mostly 46.2 µM), for inactives: top-dose activity change, negative = growth inhibition, hits mostly inhibitors. 12% of 420,000 active. AID 686979, 2013; further: nearly all actives have a fitted effect of over 55% in size
#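 Chicken DT40 Tdp1-/- cells complemented with human TDP1, 400 cells/well, exposed to compounds plus 20 nM camptothecin for at least 48 h at 37 C; viability read as ATP content by CellTiter-Glo luminescence.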
# DT40 TDP1 no CPT – qHTS for Inhibitors of human tyrosyl-DNA phosphodiesterase 1 (TDP1): qHTS in cells in absence of CPT; DT40 Tdp1-/- hTDP1 cells, no CPT, ATP luminescence, 48 h; Potency, µM (doses to about 46.2 µM), for inactives: at the top dose activity change, negative = growth inhibition, hits mostly inhibitors; 15% of 420,000 active; further: nearly all actives have a fitted effect of over 55% in size
#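 Seeded 400 DT40-hTDP1 cells/well (vehicle DMSO, no 20 nM CPT); pinned compounds; ≥48 hr at 37 °C; CellTiter-Glo luminescence as viability measure.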
# GCN5L2 inh – qHTS Assay for Inhibitors of GCN5L2; Histone acetyltransferase KAT2A (Homo sapiens), Q92830; GCN5L2 HAT assay, ThioGlo1 CoA-SH fluorescence; Potency, µM (top dose mostly 58.9 µM), for inactives: at the top dose activity change, negative = inhibition, actives largely listed as inhibitors; 0.21% of 390,000 active; AID 504327, 2011
# Target sequence (Q92830 whole entry, looked up): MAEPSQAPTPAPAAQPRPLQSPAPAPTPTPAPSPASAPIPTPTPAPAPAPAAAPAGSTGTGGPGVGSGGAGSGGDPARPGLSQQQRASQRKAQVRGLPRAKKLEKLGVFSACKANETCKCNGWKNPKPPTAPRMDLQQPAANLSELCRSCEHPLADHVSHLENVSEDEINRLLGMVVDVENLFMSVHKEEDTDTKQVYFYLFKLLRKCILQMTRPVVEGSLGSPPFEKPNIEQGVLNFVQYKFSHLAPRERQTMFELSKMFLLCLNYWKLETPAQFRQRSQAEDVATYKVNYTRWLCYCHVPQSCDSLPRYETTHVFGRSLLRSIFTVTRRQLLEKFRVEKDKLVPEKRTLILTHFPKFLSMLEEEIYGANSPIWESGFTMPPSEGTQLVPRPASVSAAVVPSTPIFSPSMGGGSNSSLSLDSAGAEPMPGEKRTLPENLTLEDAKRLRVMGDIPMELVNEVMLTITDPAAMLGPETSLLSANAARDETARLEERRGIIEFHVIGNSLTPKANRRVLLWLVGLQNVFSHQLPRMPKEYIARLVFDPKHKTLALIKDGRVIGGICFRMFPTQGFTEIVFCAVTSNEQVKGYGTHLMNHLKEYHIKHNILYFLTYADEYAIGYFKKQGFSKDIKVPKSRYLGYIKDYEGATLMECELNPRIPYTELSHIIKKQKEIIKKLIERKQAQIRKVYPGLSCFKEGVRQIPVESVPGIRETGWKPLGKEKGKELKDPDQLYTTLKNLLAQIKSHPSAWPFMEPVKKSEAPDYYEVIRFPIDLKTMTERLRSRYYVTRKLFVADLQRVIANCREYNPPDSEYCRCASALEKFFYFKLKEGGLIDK
#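 Free CoA generated was detected with ThioGlo1 (50uM) fluorescence at Ex340nm/Em540nm, read immediately and after 20 min at room temperature. Enzyme, 20 nM in HEPES pH 7.5 buffer, saw compounds 15 min before adding 75uM H3(1-25) peptide and 70uM acetyl-CoA.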
# * = called active by the depositor; ? = inconclusive; / = no result given; [ ] = dose if it differs, or a comment. The call rests on the fitted dose curve; in most records, active means well fitted curve in the direction sought with a large enough effect; inconclusive means small, poorly fitted or top-dose-only effect, or another doubt; inactive means no such curve, though single readings can be large; an effect the other way counts as inactive or inconclusive. On the % scale 0 is the no-effect control and ±100 the full control effect; potency means the concentration at half of the fitted maximal effect.
(1) CN(CC(=O)Nc1ccc(F)cc1)C(=O)COC(=O)c1ccc(=O)n(Cc2ccccc2)n1
(2) COC(=O)c1ccc(Cc2ccccc2)o1
(3) CCC(C)NC(=O)[C@H]1N2C(=O)c3ccccc3C2SC1(C)C (some centres undefined)
(4) CCCCc1n[nH]c2c1/C(=N/O)CC(C)(C)C2
(5) Cc1cc(NC(=O)CSc2nc3cc(Cl)ccc3c(=O)n2C(C)C)no1
(6) Cc1cc2n(n1)C(c1sccc1C)Nc1ccccc1-2 (centres undefined)
(7) O=C(Nc1ccc(Cl)c(Cl)c1)c1cc(S(=O)(=O)N2CCN(c3cccc(Cl)c3)CC2)ccc1F
(8) O=C1C2C3C=CC(O3)C2C(=O)N1CC(O)c1ccccc1 (centres undefined)
screen / no.	1	2	3	4	5	6	7	8
DT40 TDP1 no CPT	15.9%	-14.0%	1.7%	-8.7%	-20.5%	-29.9%	?	-15.2%
DT40 TDP1 CPT	-13.1%	3.8%	8.9%	-17.3%	?	9.7%	?	-2.6%
GCN5L2 inh	3.7%	-4.9%	3.3%	-5.5%	-5.3%	0.7%	1.1%	-15.7%

(9) O=C(Cn1cc2c(n1)CCCC2)Nc1cc(C(F)(F)F)ccc1Cl
(10) CN1/C(=C\C(=O)COc2ccc3c(c2)OCO3)C(C)(C)c2ccccc21
(11) COCCNc1nc(NCCN2CCNC2=O)c2sccc2n1
(12) COc1cccc(NC(=O)CSc2ncnc3c2oc2ccccc23)c1
(13) O=C(CCn1c(=O)oc2ccccc21)NCCC1=CCCCC1
(14) O=C(CSc1nnc(CNC(=O)c2cccs2)o1)Nc1ccc(Cl)cc1
(15) CCCCC(CC)CN1C(=O)/C(=C/c2ccncc2)SC1=S (centres undefined)
(16) O=C1c2ccccc2-c2ccc(C(=O)N3CCCCC3)cc21
screen / no.	9	10	11	12	13	14	15	16
DT40 TDP1 no CPT	-14.8%	8.2µM*	-4.7%	?	?	10.6%	?	-0.2%
DT40 TDP1 CPT	-16.8%	8.2µM*	-21.3%	?	-24.3%	-4.8%	?	8.6%
GCN5L2 inh	2.7%	-3.9%	/	-34.9%	-2.0%	3.9%	-7.7%	-13.8%

(17) CCc1ccc(C(=O)CN2CCSC2=N)cc1
(18) CCn1c(CC(=O)Nc2ccc(F)cc2)nnc1SCC(=O)Nc1nncs1
(19) CC(C)=CCCC1=CCC(/C(C)=N/NC(N)=O)CC1 (centres undefined)
(20) O=C(NCC(c1cccnc1)N1CCc2ccccc21)c1cccc(C(F)(F)F)c1 (centres undefined)
(21) Cc1nn(C)c(=O)n1-c1ccccc1
(22) COc1ccc2[nH]c(C(=O)O)c(CCC(=O)O)c2c1
(23) O=C(CN1CCN(C(=O)c2cccc(F)c2)CC1)Nc1ccccc1F
(24) CSc1ncccc1C(=O)N1CCOc2ccc(C(C)(O)CCn3cccn3)cc2C1 (centres undefined)
screen / no.	17	18	19	20	21	22	23	24
DT40 TDP1 no CPT	0.3%	11.2%	-21.0%	14.6µM*	-7.4%	4.9%	14.6%	-1.5%
DT40 TDP1 CPT	-3.8%	-19.6%	-19.6%	16.4µM*	13.9%	4.6%	0.8%	0.9%
GCN5L2 inh	1.5%	-6.8%	-1.3%	-15.5%	-7.9%	0.1%	0.4%	/

(25) Cc1ccc(Nc2ncc3c(n2)CC(c2ccco2)CC3=O)c(C)c1 (centres undefined)
(26) CCC(c1nnnn1Cc1cccs1)N1CCN(c2nc3ccccc3s2)CC1 (centres undefined)
(27) O=C(Nc1ccc2c(c1)Cc1ccccc1-2)c1ccco1
(28) O=C(NCc1ccco1)C1CCCN1S(=O)(=O)c1ccccc1C(F)(F)F (centres undefined)
(29) Cc1ccccc1OCC(=O)N/N=C1\CCOc2c(C)cccc21
(30) CCc1nnc(NC(=O)c2nc(SC)ncc2Cl)s1
(31) COc1cc(C(=O)NNC(=O)c2n[nH]c3ccccc23)cc(OC)c1OC
(32) COc1ccc(CNC(=S)Nc2cc(C)ccc2C)cc1
screen / no.	25	26	27	28	29	30	31	32
DT40 TDP1 no CPT	?	?	-8.7%	-18.2%	?	-9.8%	-2.8%	18.4µM*
DT40 TDP1 CPT	-7.0%	?	-29.3%	?	?	0.7%	-7.6%	?
GCN5L2 inh	-16.2%	-14.9%	1.9%	-3.5%	-5.3%	-4.5%	-2.0%	-5.9%

(33) COc1ccc(S(=O)(=O)Nc2cccc(-c3ccc(N4CCCC4)nn3)c2)cc1OC
(34) CCOC(=O)C1(CCCc2ccccc2)CCN(C(=O)C2CCCO2)CC1 (centres undefined)
(35) O=c1[nH]cnc2scc(C3COc4ccccc4O3)c12 (centres undefined)
(36) COc1cc(NC(C)=O)ccc1NC(=O)c1cc2ccccc2o1
(37) CSc1ccccc1-n1nnnc1SCC(=O)NCc1cccs1
(38) Cc1nc(-c2ccc(Cl)cc2)sc1C(=O)NN
(39) COCCNC(=O)C1CCC(CNS(=O)(=O)c2ccc3c(c2)CC(C)N3C(=O)C2CC2)CC1 (centres undefined)
(40) CC(=O)c1ccc([N+](=O)[O-])cc1
screen / no.	33	34	35	36	37	38	39	40
DT40 TDP1 no CPT	-26.4%	?	-2.5%	?	?	?	-0.8%	-1.7%
DT40 TDP1 CPT	-28.2%	?	-21.0%	?	7.4%	-22.1%	-6.3%	-6.4%
GCN5L2 inh	-5.1%	-0.4%	-1.9%	3.0%	-1.1%	41.8%[activator]	-20.2%	-1.3%

(41) CC(=O)c1cc(F)c(N2CCN(C(=O)Cc3ccccc3)CC2)cc1C
(42) Cc1cc(C)cc(NC(=O)CSc2nc3ncccc3[nH]2)c1
(43) O=C(Nc1ccc(C(=O)N2CCOCC2)cc1)c1cc(-c2cccnc2)nc2ccc(Br)cc12
(44) Cc1ccc(NC(=O)CCNC(=O)c2ccc([N+](=O)[O-])cc2)cc1C
(45) Cc1ccccc1NC(=O)CSc1nccn1Cc1ccco1
(46) C=C(C)Cc1c(C)c(C#N)c2nc3ccccc3n2c1NCCCN(C)C
(47) CN(C(=O)COC(=O)c1cc(-c2ccco2)nc2ccccc12)C1CCS(=O)(=O)C1 (centres undefined)
(48) CC(C)(C)NC(=O)C(c1ccc(F)cc1)N(Cc1ccccc1Cl)C(=O)c1ccn[nH]1 (centres undefined)
screen / no.	41	42	43	44	45	46	47	48
DT40 TDP1 no CPT	14.6µM*	?	2.31µM*	-14.1%	-28.5%	-16.3%	11.0%	?
DT40 TDP1 CPT	14.6µM*	?	2.31µM*	2.8%	-15.6%	9.0%	-6.0%	?
GCN5L2 inh	4.2%	-1.3%	0.0%	21.9%	/	-11.1%	?	0.0%

(49) COc1ccc(OC)c(/C=N/NC(=O)c2ccc(N(C)S(=O)(=O)c3ccccc3)cc2)c1
(50) CCCN=C1CC(C)(C)CC(=O)/C1=C(/O)CCC
(51) CC(Oc1cc2oc(=O)c3c(c2cc1Cl)CCC3)C(=O)NCCCN1CCOCC1 (centres undefined)
(52) Cc1cc(C(=O)CSc2nc(N)cc(N)n2)c(C)n1C1CC1
(53) CCc1ccc(NC(=O)C(=S)NC2CCCCC2)cc1
(54) CN(C)c1oc(-c2ccccc2)nc1C#N
(55) CCN(CC)Cc1c(C(=O)OC)nnn1-c1nonc1N
(56) Cc1ccc(C(=O)NC2CC(C)(C)NC(C)(C)C2)cc1
screen / no.	49	50	51	52	53	54	55	56
DT40 TDP1 no CPT	?	-2.3%	-21.8%	0.0%	-10.3%	-15.2%	-9.5%	10.4%
DT40 TDP1 CPT	-22.1%	-0.8%	-2.0%	6.4%	-0.1%	-0.7%	0.2%	15.5%
GCN5L2 inh	-19.4%	-1.8%	-5.8%	-6.8%	-3.5%	39.5%[activator]	2.2%	-18.3%

(57) CCCSC1=NC2(CCN(C(=O)NC3CCCCC3)CC2)N=C1c1ccccc1
(58) Cc1c(C(=O)N/N=C/c2ccncc2)no[n+]1[O-]
(59) Cc1cc(C)n2cc(CSc3nnc(-c4ccccc4)o3)nc2n1
(60) O=C(COC(=O)C1CC1)Nc1c(Cl)cccc1C(F)(F)F
(61) O=C(NCc1ccccc1)c1cccc(S(=O)(=O)N2CCOCC2)c1
(62) O=C(Cn1ncc2c(=O)oc3ccccc3c21)N1CCCN(Cc2ccccc2F)C1
(63) CCC(c1nnnn1C(C)(C)CC)N(CCCO)Cc1cc2cc(C)cc(C)c2[nH]c1=O (centres undefined)
(64) COc1ccc2[nH]c(C)c(-c3csc(N)n3)c2c1
screen / no.	57	58	59	60	61	62	63	64
DT40 TDP1 no CPT	-20.3%	3.7%	-8.6%	5.0%	-15.7%	-16.4%	20.6µM*	10.8%
DT40 TDP1 CPT	-1.5%	1.9%	11.3%	-2.4%	-3.2%	-19.0%	?	-2.7%
GCN5L2 inh	-24.0%	-5.0%	-1.9%	-1.9%	-2.7%	-7.4%	2.1%	-1.1%

(65) O=C(NCC(=O)N1CCC2(CC1)NCCc1[nH]cnc12)c1cccc(Cl)c1
(66) CN(C)c1ccc(/C=C/c2cccc[n+]2[O-])cc1
(67) COc1cccc(C(=O)Nc2ccc(S(=O)(=O)Nc3cc(C)nc(C)n3)cc2)c1
(68) Cc1cccc(S(=O)(=O)NCCc2ccccc2)c1
(69) O=C1NC(=S)NC1=Cc1ccccc1O
(70) COc1cccc(CNC(=O)CCc2c(C)c3ccc(O)c(C)c3oc2=O)c1
(71) Cc1ccc(CCNC(=O)C2CC(c3ccc(C(F)(F)F)cc3)=NO2)cc1 (centres undefined)
(72) Cc1cccc(N=Nc2c(C)c(C#N)c(O)[nH]c2=O)c1
screen / no.	65	66	67	68	69	70	71	72
DT40 TDP1 no CPT	6.2%	4.5%	-2.5%	-2.7%	-14.5%	-13.7%	-25.3%	9.3%
DT40 TDP1 CPT	4.4%	1.7%	-20.5%	10.2%	-1.3%	3.8%	-13.5%	32.9%[activator]
GCN5L2 inh	-2.3%	-3.6%	-1.7%	-6.6%	/	?	-2.5%	-3.3%

(73) COc1ccc(C(O)c2nc(-c3ccccc3)cs2)cc1 (centres undefined)
(74) N/C(=N\OC(=O)c1ccc(Br)cc1)c1ccncc1
(75) Cc1cccc(N(CC(=O)Nc2ccc(Br)cc2)S(C)(=O)=O)c1C
(76) O=c1[nH]cc(S(=O)(=O)N2CCOCC2)c(=O)[nH]1
(77) Cc1ccc(S(=O)(=O)N2CCOCC2)cc1NC(=O)COC(=O)c1ccc(Br)o1
(78) CCCn1nnnc1NCc1c(F)cccc1Cl
(79) COCc1nnc(NC(=O)C(C)C)s1
(80) O=C(CSc1nnc(CNC(=O)c2ccccc2F)o1)NCCc1ccccc1
screen / no.	73	74	75	76	77	78	79	80
DT40 TDP1 no CPT	10.3µM*	2.3%	20.6µM*	-4.3%	0.8%	?	-4.6%	-2.7%
DT40 TDP1 CPT	13µM*	-1.3%	?	-4.9%	-25.5%	?	-5.6%	5.0%
GCN5L2 inh	/	-2.2%	-9.5%	-6.6%	/	-3.4%	3.1%	-0.8%

# Structural class, the compounds so far with an aryl methoxy group.
(12) COc1cccc(NC(=O)CSc2ncnc3c2oc2ccccc23)c1
(22) COc1ccc2[nH]c(C(=O)O)c(CCC(=O)O)c2c1
(31) COc1cc(C(=O)NNC(=O)c2n[nH]c3ccccc23)cc(OC)c1OC
(32) COc1ccc(CNC(=S)Nc2cc(C)ccc2C)cc1
(33) COc1ccc(S(=O)(=O)Nc2cccc(-c3ccc(N4CCCC4)nn3)c2)cc1OC
(36) COc1cc(NC(C)=O)ccc1NC(=O)c1cc2ccccc2o1
(49) COc1ccc(OC)c(/C=N/NC(=O)c2ccc(N(C)S(=O)(=O)c3ccccc3)cc2)c1
(64) COc1ccc2[nH]c(C)c(-c3csc(N)n3)c2c1
(67) COc1cccc(C(=O)Nc2ccc(S(=O)(=O)Nc3cc(C)nc(C)n3)cc2)c1
(70) COc1cccc(CNC(=O)CCc2c(C)c3ccc(O)c(C)c3oc2=O)c1
screen / no.	12	22	31	32	33	36	49	64	67	70
DT40 TDP1 no CPT	?	4.9%	-2.8%	18.4µM*	-26.4%	?	?	10.8%	-2.5%	-13.7%
DT40 TDP1 CPT	?	4.6%	-7.6%	?	-28.2%	?	-22.1%	-2.7%	-20.5%	3.8%
GCN5L2 inh	-34.9%	0.1%	-2.0%	-5.9%	-5.1%	3.0%	-19.4%	-1.1%	-1.7%	?

(73) COc1ccc(C(O)c2nc(-c3ccccc3)cs2)cc1 (centres undefined)
screen / no.	73
DT40 TDP1 no CPT	10.3µM*
DT40 TDP1 CPT	13µM*
GCN5L2 inh	/
